HT1080NT lethal: qHTS for induction of synthetic lethality in tumor cells producing 2HG: qHTS for the HT-1080-NT fibrosarcoma cell line. HT-1080-NT fibrosarcoma viability, CellTiter-Glo ATP luminescence, 48 h. Potency, µM (series often up to 46.1 µM), without a hit: at the top dose activity, negative = less viability, usual class: cytotoxic. 360,000 tested, 1.6% active. AID 686970, 2013;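 also: NT is the 2HG producing partner of a matched IDH1 knockdown line; potency is read from the fitted curve at half-maximal effect; 0% = DMSO-treated cells and -100% = media-only wells without cells; nearly all actives have a fitted effect of over 55% in size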
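Viability of the 2HG-overproducing fibrosarcoma line after 48 hours of compound exposure at 37 degrees C was determined by luminescence with CellTiter-Glo, and concentration-effect curves were then fitted and categorized.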
SW480 rereplic: A quantitative high throughput screen for small molecules that induce DNA re-replication in SW480 colon adenocarcinoma cells. Potency, µM (series often up to 46.1 µM), for the others: top-dose re-replication activation, actives largely listed as activators. SW480 DNA re-replication, Hoechst DNA content imaging, 48 h. 340,000 tested, 1.8% active; also: potency is read from the fitted curve at half-maximal effect; % of control where 0% means no effect; nearly all actives have a fitted effect of over 55% in size
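Compounds, transferred as 23 nL by pin tool, were incubated with cells for 48 hr; DNA content per nucleus was then quantified by Hoechst staining and fluorescence plate imaging.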
GLP1R cytotox: qHTS of GLP-1 Receptor Inverse Agonists: Cytotox Screen; HEK293 cAMP-luciferase reporter cells, luminescence, 24 h; Potency, µM (doses to about 38.3 µM), without a hit: at the top dose activity change, negative = inhibition, actives largely listed as inhibitors; 410,000 tested, 0.13% active; AID 624418, 2012;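 also: loss of luciferase light is scored as toxicity; potency is read from the fitted curve at half-maximal effect; % is scaled to controls: 0 for no effect and ±100 for the full control effect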
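Quantitative HTS format, 1536 wells, 200 cells/uL seeded. Compounds: 23 nL, 24 h, 37 °C. Detection: luciferase reagent, luminescence at 12 min RT; decreased signal taken as cytotoxic.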
KB-3-1 tox: qHTS assay for MDR1-selective chemotherapeutics: Primary screen using the parental adenocarcinoma cell KB-3-1. KB-3-1 viability, CellTiter-Glo ATP luminescence, 72 h. Potency, µM (highest dose often 46.1 µM), inactives show at the top dose activity change, negative = cytotoxic, hits mostly cytotoxic. AID 1347075, 2019. 400,000 tested, 1.4% active; also: potency is read from the fitted curve at half-maximal effect; % is scaled to controls: 0 for no effect and ±100 for the full control effect; nearly all actives have a fitted effect of over 60% in size
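Screening of KB-3-1 cells (DMEM, 10% FBS, phenol-red free) ran from lowest to highest compound concentration; after 72 h at 37 °C viability was read luminescently and curves fitted.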
MCF10A rereplic: A quantitative high throughput screen for small molecules that induce DNA re-replication in MCF 10a normal breast cells; MCF 10A DNA re-replication, Hoechst nuclear intensity, 48 h; Potency, µM (top dose mostly 46.1 µM), for the others: at the highest dose activity, positive = re-replication, hits mostly activators; 350,000 tested, 2.9% active; AID 624296, 2012; also: potency is read from the fitted curve at half-maximal effect; % of control where 0% means no effect; nearly all actives have a fitted effect of over 50% in size
KB-V1 cytotox: qHTS assay for MDR1-selective chemotherapeutics: Primary screen using the drug-selected MDR subline cells KB-V1; 400,000 tested, 3.4% active; KB-V1 MDR cells viability, CellTiter-Glo, 72 h; Potency, µM (highest dose often 46.1 µM), inactives show at the highest dose activity change, negative = cytotoxicity, hits mostly cytotoxic; also: potency is read from the fitted curve at half-maximal effect; % is scaled to controls: 0 for no effect and ±100 for the full control effect; nearly all actives have a fitted effect of over 60% in size
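KB-V1 cells (P-gp-expressing MDR subline of KB-3-1) in phenol-red-free DMEM with 10% FBS were exposed to library compounds over a concentration series for 72 h at 37 degrees C. Viability read by CellTiter-Glo luminescence; concentration-effect curves fitted after normalization.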
HT1080 IDH1KD tx: qHTS for induction of synthetic lethality in tumor cells producing 2HG: qHTS for the HT-1080-IDH1KD cell line; HT-1080 IDH1 knockdown viability, ATP luminescence, 48 h; Potency, µM (series often up to 46.1 µM), inactives show top-dose activity, negative = toxicity, most hits filed as cytotoxic; 360,000 tested, 2% active;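 also: potency is read from the fitted curve at half-maximal effect; 0% = DMSO wells and -100% = cell-free medium wells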
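In this qHTS, HT-1080 cells depleted of IDH1 are exposed for 48 h at 37 °C to compound titrations. Toxicity is scored from CellTiter-Glo luminescence, with DMSO as full viability and medium alone as none.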
IL-1B inflam inh: qHTS for Inhibitors of Inflammasome Signaling: IL-1-beta AlphaLISA Primary Screen; activity change, % at 57.5 µM; THP-1 LPS/ATP IL-1B secretion, AlphaLISA, 16 h; hits give low values; 360,000 tested, 4.7% active; in the data active = activity change below about -50%; inconclusive = mostly about -30% to -49%; also: % is scaled to controls: 0 for no effect and ±100 for the full control effect
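THP-1 cells pretreated 1 hr with compounds (up to 57.5 uM final), then stimulated with LPS (250 ng/mL final) plus ATP (1.25 mM final); secreted IL-1B measured by AlphaLISA after 16 hr, decreased signal indicating inhibition.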
D3 ag: qHTS of D3 Dopamine Receptor Agonist: qHTS; D(3) dopamine receptor (Homo sapiens), P35462; D3R DiscoveRx beta-arrestin cells, luminescence, 90 min; max activation, %; 410,000 tested, 0.58% active; AID 652048, 2013; in the data active = max activation above about 30%; also: 0% is about no effect; mostly tested at two doses, the higher about 12 µM
Target sequence (P35462 whole entry, looked up): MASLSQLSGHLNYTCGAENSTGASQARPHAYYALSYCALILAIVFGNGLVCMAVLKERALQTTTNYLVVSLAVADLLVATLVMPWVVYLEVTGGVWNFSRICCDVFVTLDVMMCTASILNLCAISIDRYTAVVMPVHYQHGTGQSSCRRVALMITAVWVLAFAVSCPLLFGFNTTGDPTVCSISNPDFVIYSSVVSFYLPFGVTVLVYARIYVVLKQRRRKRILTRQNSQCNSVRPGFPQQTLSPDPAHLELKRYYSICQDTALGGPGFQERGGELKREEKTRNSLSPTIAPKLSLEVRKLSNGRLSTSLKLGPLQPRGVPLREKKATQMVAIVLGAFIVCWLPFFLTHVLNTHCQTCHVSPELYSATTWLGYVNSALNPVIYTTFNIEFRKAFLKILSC
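Agonist mode: compounds and dopamine controls were applied to plated cells for 90 min at 37 degrees C after an overnight attachment at 1500 cells/well. Luminescent read-out followed 30 - 60 minutes at room temperature with DiscoveRx detection reagent.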
Numbers without * were called inactive; ? = inconclusive; · = not tested or not shown; [ ] = remark or other dose. Unless noted, calls follow the shape of the dose curve; as a rule, active = well fitted curve in the direction sought with a large enough effect; inconclusive = small, poorly fitted or top-dose-only effect, or another doubt; inactive = no such curve, though single readings can be large; an effect the other way counts as inactive or inconclusive.

SMILES | HT1080NT lethal | SW480 rereplic | GLP1R cytotox | KB-3-1 tox | MCF10A rereplic | KB-V1 cytotox | HT1080 IDH1KD tx | IL-1B inflam inh | D3 ag
O=C(CSc1nnnn1-c1ccccc1)NC(=O)Nc1ccc2c(c1)OCCO2 | 0% | 7% | -4% | -1% | 7% | -6% | 2% | -5 | -3
CN(C(=O)c1cccc(NC(=O)Cc2ccc(NC(=O)C3CCCN(S(=O)(=O)c4cccc([N+](=O)[O-])c4)C3)cc2)c1)C1CCC1 (stereo not given) | 4% | 0% | 8% | -5% | -3% | 21% | 1% | 12 | -6
Cc1ccccc1-c1cc2nc(NCc3cccnc3)n(C)c(=O)c2s1 | -15% | · | -14% | 0% | · | -1% | ? | -14 | -23
CSc1ccccc1OCc1cc(C(=O)N2CCNC(=O)C2)no1 | 0% | -2% | -5% | 12% | 0% | ? | 7% | -3 | -10
COc1ccc2oc(=N)c(C(=O)Nc3ccc(C)cc3)cc2c1 | 19% | -8% | -2% | 9% | 18% | 15% | 15% | 19 | -5
Cc1onc(-c2c(F)cccc2Cl)c1C(=O)Nc1ccc(S(=O)(=O)N2CCOCC2)cc1 | -1% | 1% | 21% | 10% | 2% | 15% | -9% | -7 | -3
COc1ccc(NC(=O)CCNC(=O)N2CC(=O)Nc3ccccc32)c(OC)c1 | 16% | -13% | -11% | 0% | 2% | 1% | -1% | 16 | -14
Cc1noc(C)c1C(=O)Nc1ccc2ccccc2c1 | 10% | 17% | -6% | 0% | 11% | ? | 0% | -10 | -3
COc1ccc(-c2nn3c(-c4ccc(F)cc4)nnc3s2)cc1 | 10% | ? | 7% | 34% | ? | -24% | 8% | ? | -1
COC(=O)c1cc(NC(=O)C2CC2)cc(C(=O)OC)c1 | 8% | -28% | 4% | 13% | ? | 7% | 18% | 2 | -6
N#CCN1C(=O)C2CCCN2c2ccc(S(=O)(=O)N3CCOCC3)cc21 (stereo not given) | 11% | -1% | -3% | 1% | -13% | 20% | 9% | -7 | 1
COc1cc([N+](=O)[O-])ccc1NC(=O)c1cccc(NC(=O)C(C)C)c1 | 0% | -3% | -3% | 11% | -2% | ? | -6% | · | 1
COc1ccc(Cn2nnnc2CN2CCCCCC2)cc1 | 10% | -6% | -29% | 3% | 2% | -3% | 6% | 11 | -12
COc1ccc(CNC(=O)COC(=O)c2ccc(S(=O)(=O)NCc3ccco3)cc2)cc1 | -2% | 1% | 1% | -2% | 6% | ? | 4% | 8 | 4
O=C(NCc1cccnc1)C1CCCN(Cc2cnn(-c3ccccc3)c2-n2cccc2)C1 (stereo not given) | -13% | -6% | -17% | 5% | 0% | -1% | -16% | 0 | -5
COc1ccc(C(C)(C)C)cc1NC(=O)C1=CC=CN2CCS(=O)(=O)N=C12 | -1% | 0% | -2% | 27% | 2% | 12% | 0% | 0 | -4
CCOc1ccc(NC(=O)CSC2=Nc3ccccc3C3=NC(CCC(=O)NCc4ccco4)C(=O)N23)cc1 (stereo not given) | · | · | 3% | 3% | · | 10% | · | · | 2
Cc1cc2c(=O)n(CC(=O)NCC(=O)N3CCN(Cc4ccccc4)CC3)cnc2s1 | 1% | 0% | -14% | -14% | -3% | -3% | -1% | -14 | -16
COc1ccccc1NS(=O)(=O)c1cccc(C(=O)OCC(=O)Nc2cc(C)on2)c1 | 8% | -5% | -3% | -1% | 5% | -1% | 6% | 13 | 0
Cc1cccc(N/C=C(\[N+](=O)[O-])S(=O)(=O)c2ccccc2)c1C | -5% | -4% | -13% | 21% | 1% | -9% | -2% | 19 | 8
Cc1ccc(-n2cnnn2)c2cccnc12 | -4% | -5% | -6% | -2% | 3% | 22% | 7% | -8 | 3
CCN(CC)S(=O)(=O)c1cccc(C(=O)Nc2cccc(C)c2)c1 | -16% | 3% | -20% | -22% | 9% | ? | -9% | -19 | 1
CCOC(=O)c1c(N)c2cc([N+](=O)[O-])cnc2n1C | 3% | -12% | -3% | -22% | -3% | ? | -4% | -17 | -1
COc1ccccc1N1CCN(C2CCCN(C(=O)c3ccoc3C)C2)CC1 (stereo not given) | -4% | ? | 8% | 11% | 4% | -2% | -1% | 0 | -28
NC(=O)C1CCN(C(=O)c2ccc3nc(N4CCCCC4)sc3c2)CC1 | 17% | 3% | -3% | 3% | 7% | 2% | 14% | -7 | -6
O=C(Nc1ccccn1)c1ccc([N+](=O)[O-])o1 | ? | ? | -4% | ? | 9.2µM* | ? | ? | -92* | -3
CCc1nc(SCC(=O)NCc2ccccc2)c2c(=O)n(C)c(=O)n(C)c2n1 | 11% | -19% | 0% | 12% | -6% | 15% | 9% | 33 | 5
Cc1c(Cc2ccccc2)c(=O)oc2cc(OCC(N)=O)ccc12 | ? | 0% | -6% | 23% | 12% | -5% | 4% | -13 | -5
CC(C)CN(CC(C)C)C(=O)CC(=O)NC(=O)c1ccc(Cl)cc1 | 10% | -2% | -16% | 1% | 3% | 4% | 6% | -1 | 3
O=C(N/N=C/c1c[nH]c2ccccc12)c1ccccc1Cl | -18% | -3% | -1% | -1% | -1% | 9% | -20% | 20 | 11

Five compounds from above, sorted by number of heavy atoms, high to low.
SMILES | HT1080NT lethal | SW480 rereplic | GLP1R cytotox | KB-3-1 tox | MCF10A rereplic | KB-V1 cytotox | HT1080 IDH1KD tx | IL-1B inflam inh | D3 ag
O=C(NCc1cccnc1)C1CCCN(Cc2cnn(-c3ccccc3)c2-n2cccc2)C1 (stereo not given) | -13% | -6% | -17% | 5% | 0% | -1% | -16% | 0 | -5
Cc1onc(-c2c(F)cccc2Cl)c1C(=O)Nc1ccc(S(=O)(=O)N2CCOCC2)cc1 | -1% | 1% | 21% | 10% | 2% | 15% | -9% | -7 | -3
Cc1ccccc1-c1cc2nc(NCc3cccnc3)n(C)c(=O)c2s1 | -15% | · | -14% | 0% | · | -1% | ? | -14 | -23
CC(C)CN(CC(C)C)C(=O)CC(=O)NC(=O)c1ccc(Cl)cc1 | 10% | -2% | -16% | 1% | 3% | 4% | 6% | -1 | 3
COc1ccc(Cn2nnnc2CN2CCCCCC2)cc1 | 10% | -6% | -29% | 3% | 2% | -3% | 6% | 11 | -12

(next part)
mol	HT1080NT lethal	SW480 rereplic	GLP1R cytotox	KB-3-1 tox	MCF10A rereplic	KB-V1 cytotox	HT1080 IDH1KD tx	IL-1B inflam inh	D3 ag
O=C(Cn1ccc2ccccc2c1=O)NCCC(=O)N1CCN(c2cccc(C(F)(F)F)c2)CC1	3%	0%	-12%	-3%	-185%[0.0737 µM]	-17%	-7%	-17	0
Cc1ccc2c(CC(=O)Nc3ccc(S(=O)(=O)N4CCCCC4)cc3)coc2c1	·	·	-4%	-4%	·	20%	·	·	6
COc1cc(-n2c(C)nc3ncn(-c4ccccc4)c3c2=O)cc(OC)c1OC	4%	·	-41%	-1%	·	-1%	1%	23	-9
CCOC(=O)N1CCN(c2c(N3CCN(C(=O)OCC)CC3)c(=O)c2=O)CC1	0%	-10%	8%	0%	2%	-18%	-1%	8	1
Cc1ccc(C)c(COC(=O)CCN=C2NS(=O)(=O)c3ccccc32)c1	5%	-6%	3%	2%	12%	19%	-2%	9	3
CC(=O)c1cccc(NC(=O)CSc2nc(N3CCOCC3)nc(N3CCOCC3)n2)c1	0%	-2%	-3%	·	?	·	0%	0	3
c1ccc(Cc2c(C3CCCCC3)nc3c4ccccc4ccn23)cc1	-3%	·	4%	?	·	19%	4%	26	-11
COCCNc1ccc(-c2nn(C)c(=O)c3ccccc23)cc1[N+](=O)[O-]	4%	3%	3%	0%	0%	?	5%	16	3
Cc1cccc(-n2ccnc2CN2CCN(C(C)C)C(CCO)C2)c1 (stereo not given)	-1%	1%	3%	12%	-6%	-14%	3%	18	-7
COc1cc(C(=O)OCC(=O)NCc2ccc(F)cc2)ccc1OCC(C)C	0%	-1%	-9%	23µM*	9%	-11%	-5%	-7	-10
Cc1ccc(S(=O)(=O)N2[C@@H](c3ccc(Cl)c(Cl)c3)C(C(=O)O)=C[C@H]2CC2CCCC2)cc1	1%	6%	-11%	0%	53%	0%	-2%	16	15
CCN1CCCC1Cn1cnc2c([nH]c3ccc(OC)cc32)c1=O (stereo not given)	19%	-3%	-1%	14%	-4%	0%	16%	-23	-8
Cc1cccc(NC(=O)c2ccc(-n3cnc4cccnc43)cc2)c1C	·	·	3%	?	·	-16%	·	·	-9
O=C(c1ccc(OC2CCN(Cc3ccccn3)CC2)cc1)N1CCCCO1	11%	1%	5%	-1%	-6%	-8%	10%	37	-2
O=C1c2ccccc2C(=O)N1CCSc1ncn[nH]1	19%	2%[9.22 µM]	-9%	12%	-6%	16%	9%	-24	-2
Nc1nc(NS(=O)(=O)c2ccc(Cl)cc2)nn1-c1ccccc1	-6%	-58%[inhibitor]	-3%	-5%	?	4%	14%	9	-3
O=C(Nc1ccon1)c1cccc(S(=O)(=O)N2CCCCCC2)c1	1%	-12%	2%	-10%	8%	?	-1%	32	0

Source: PubChem BioAssay
